S3 lipid droplet = qHTS Assay for Lipid Storage Modulators in Drosophila S3 Cells; Drosophila S3 cells, BODIPY lipid droplet fluorescence, 18-24 h; cells fed with added oleic acid; lipid storage change, negative = inhibition, % at the top dose, mostly 46.1 µM; hits show Potency in µM; hit rate 0.64% among 320,000; AID 2685; active = well fitted inhibition curve with a large enough effect in the signal ratio, with a control signal flat, not every such curve was filed as active; inconclusive = small, poorly fitted or top-dose-only effect, or effect the other way, or a change in a side signal; the % refers to the signal ratio
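Drosophila S3 cells loaded with oleic acid (400 uM, as added) and compounds at several concentrations; lipid droplets imaged by 488-nm laser-scanning cytometry, 500–530 nm intensity and object ratio to cell channel. Percent activity normalized to 20 uM Triacsin C.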
S3 lipid droplet cell count max = recorded beside S3 lipid droplet, whose call it bears; cell number change, %; measured here: cell count max response;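 cells counted by Cell Tracker Red CMTPX staining in the red channel; peak over a dose series mostly up to 46.1 µM; percent activity relative to internal control wells on each plate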
* marks the source's active call; other numbers are inactive results; i = inactive; ? = inconclusive; / = not tested or not shown. % is scaled to controls: 0 for no effect and ±100 for the full control effect; potency is read from the fitted curve at half-maximal effect. This is a subset. The share of hits here may be higher or lower than overall.

SMILES	S3 lipid droplet	S3 lipid droplet cell count max
CSc1sccc1/C=C(/C#N)C(=O)c1ccco1	?	/
Cc1cc(C)n(CC(O)COc2ccccc2)n1 (stereo unspecified)	-7%	-6
O=C(CN1C(=O)c2ccc([N+](=O)[O-])cc2C1=O)NC1CCCCCC1	?	/
O=C(COc1ccc(Cl)cc1)Nc1ccc2c(c1)CCC2	6%	-9
CCc1cc2c(cc3c(=O)n(CC(=O)N4CCN(C)CC4)ncn32)s1	?	/
Cc1ccc(NC(=O)CSCC(N)=O)cc1C	?	/
CCC1CCCCN1C(=O)c1ccc(OC)c(OC2CCN(C(C)=O)CC2)c1 (stereo unspecified)	-3%	-14
CCCn1c(=S)[nH]c2cc(C(=O)N3CCN(C(=O)OCC)CC3)ccc2c1=O	i	21
CCn1cc(C(=O)O)c(=O)c2cc(F)c(N3CCN(S(=O)(=O)c4ccc(NC(=O)OC)cc4)CC3)cc21	1%	-8
O=c1c(Cl)c(NCc2ccco2)cnn1C12CC3CC(CC(C3)C1)C2	-19%	-8
Cn1c(/C(C#N)=C/c2ccc(-c3ccc(S(N)(=O)=O)cc3)o2)nc2ccccc21	?	/
CC(NC(=O)CN1C(=O)c2ccccc2C1=O)c1ccccc1 (stereo unspecified)	?	/
CC(=O)NC1(C(F)(F)F)NC(=O)N(C2CCCCC2)C1=O (stereo unspecified)	?	/
O=C(COC(=O)/C=C/c1cccc(Cl)c1)Nc1cccc(S(=O)(=O)NC2=NCCC2)c1	?	/
Cc1cc2nc(CCN(C(=S)NCC(C)C)C3CCCC3)[nH]c2cc1C	13%	2
CC(=O)Nc1ccc(C(=O)CN2CCN(c3ccccc3)CC2)cc1	?	/
CC(=O)c1cccc(NC(=O)C(NC(C)C)c2ccccc2)c1 (stereo unspecified)	-2%	9
CSc1ncccc1C(=O)OCc1cccc([N+](=O)[O-])c1	?	/
CCOC(=O)CNC(=O)/C=C/c1ccc2c(c1)OCO2	?	/
Cc1cc2c(cc1C)NC(c1cccnc1)C1=C(CC(C)(C)CC1=O)N2 (stereo unspecified)	11%	14
Cc1ccc2oc(C(=O)N3CCC(C(N)=O)(N4CCCCC4)CC3)c(C)c2c1	18µM*	-4.2*
CN(C)CCN(CC1CCCN(Cc2ccccc2F)C1)C(=O)c1ccc(Cl)cc1 (stereo unspecified)	5%	6
O=C(CSc1nc(NS(=O)(=O)c2ccccc2)cc(=O)[nH]1)Nc1ccccc1C(F)(F)F	?	/
CN(C)CC(C)(C)CNS(=O)(=O)c1ccc(OC(F)(F)F)cc1	?	/
Cc1ccc(S(=O)(=O)N(Cc2ccc(F)cc2)Cc2ccco2)cc1	13%	-2
COc1cccc(/C=C(\C(=O)O)c2ccccc2)c1	62%	65
COc1ccc(C(=O)O/N=C(/c2ccccc2)c2ccncc2)cc1OC	5%	-10
Cc1cc(=O)n2[nH]nnc2n1	-10%	0
NC(=O)NC(CC(=O)NNC(=O)c1ccccn1)c1ccc(Cl)cc1 (stereo unspecified)	?	/
COc1ccc(CCNC(=O)c2ccccc2NS(=O)(=O)c2c(F)cccc2F)cc1	?	/

Shown in CSV form: entries from further up.
molecule,S3 lipid droplet,S3 lipid droplet cell count max
Cc1ccc(S(=O)(=O)N(Cc2ccc(F)cc2)Cc2ccco2)cc1,13%,-2
COc1ccc(C(=O)O/N=C(/c2ccccc2)c2ccncc2)cc1OC,5%,-10

Going on with the list.
SMILES	S3 lipid droplet	S3 lipid droplet cell count max
CCOCCc1nnc(NC(=O)c2ccc(OC)c(OC)c2)s1	i	/
O=C(Cn1nnc(-c2ccncc2)n1)N1CCc2ccccc21	?	/
CC(NC(=O)c1ccccc1F)c1nnc(SCC(=O)NC2CCCC2)n1C (stereo unspecified)	?	/
N#CC(C#N)=C1C=CC=CN1/C(=C\c1ccccc1)C(=O)c1cccs1	?	/
Cc1cc(C)cc(N(CCC#N)C(=O)COC(=O)CN2C(=O)NC(C)(C)C2=O)c1	?	/
CCOC(=O)C1CCCN(C(=O)c2ccc(OCC)cc2)C1 (stereo unspecified)	?	/
COc1cc(CC(=O)OCC(=O)NC2CCCC2)cc(OC)c1OC	-8%	-6
Cc1ccc(NC(=O)CSc2nncn2-c2ccccn2)cc1Cl	i	7
CN(c1ccccc1)c1cc(=O)[nH]c(=O)[nH]1	?	/
CC(=O)N1CCN(c2ccc(NC(=O)c3ccc([N+](=O)[O-])cc3Cl)cc2)CC1	?	/
O=c1[nH]c2ccccc2n2c(C(F)(F)F)nnc12	14%	8
COc1cccc(OCCc2c(C)n[nH]c2C)c1	?	/
FC(F)(F)c1ccccc1-n1c(-c2ccco2)n[nH]c1=S	?	/
COc1ccc(/C=C2\SC(=S)N(CC(=O)NC3C=CS(=O)(=O)C3)C2=O)cc1 (stereo unspecified)	?	/
Cc1ccc(Nc2oc(C)nc2C#N)cc1	?	/
COc1ccc(-c2ccc(CCC(=O)O)n2CC(C)C)cc1	?	/
CCN(CC)S(=O)(=O)c1ccc(-n2c(=O)c(C(C)C)c(C)n2C)cc1	17%	18
C=CCn1c(C)cc(C(=O)CN2C(=O)NC3(CCCc4ccccc43)C2=O)c1C (stereo unspecified)	-2%	-12
Cc1ccccc1NC(=O)Cc1nc(COC(=O)c2ccc(O)cc2O)cs1	?	/
O=c1nc(C(F)(F)F)nc2ccccn12	?	/
Cc1ccc(C(=O)N2N=C(c3ccccc3O)CC2c2ccccc2)cc1 (stereo unspecified)	?	/
CCOC(=O)Cc1ncccc1C(=O)Nc1ccc(OC)cc1	?	/
CC(=O)Nc1sc2c(c1CN1CCN(c3ccccn3)CC1)CCCC2	?	/
COc1ccc(C2=NOC3(CC(=O)N(c4ccc(F)cc4)C3=O)C2)c(OC)c1 (stereo unspecified)	6%	3
CC(C)=NNc1cc([N+](=O)[O-])cc2c1C(=O)N(C)S2=O (stereo unspecified)	?	/
CCN(C(=O)COC(=O)c1cccc(-n2cnnn2)c1)C1CCCCC1	?	/
O=C(COc1ncnc2cc([N+](=O)[O-])ccc12)NCc1ccc2c(c1)OCO2	?	/
CCOC(=O)C1=C(CP(=O)(c2ccccc2)c2ccccc2)NC(=O)NC1c1ccc(Cl)cc1 (stereo unspecified)	7%	-13
CC(C)C1Oc2ccccc2N(CC(=O)N2CCOCC2)C1=O (stereo unspecified)	?	/
C/C(=N\NC(=O)c1cc(-c2ccc(C)s2)[nH]n1)c1ccncc1	?	/
Cc1ccc(S(=O)(=O)N(C)C)cc1NC(=O)COC(=O)c1c(-c2ccccc2)noc1C	?	/
CCCCn1nc2cc(C(=O)NCC34CC5CC(CC(C5)C3)C4)ccc2c1OC	-14%	-11
CCOC(=O)Cc1csc(NC(=O)c2cc3ccccc3o2)n1	?	/
CC(=O)Nc1ccc(S(=O)(=O)NC(CC(=O)O)c2ccc(C)cc2)cc1 (stereo unspecified)	?	/
COC(=O)C(C)n1cnc2c(nnn2-c2cccc(Cl)c2)c1=O (stereo unspecified)	?	/
Cc1cc(Br)c(NC(=O)COC(=O)C2CC2C)c(Br)c1 (stereo unspecified)	6%	12
Cc1ccc(CC2S/C(=N/N=C/c3ccco3)NC2=O)cc1 (stereo unspecified)	?	/
Fc1ccc(NC(=S)N/N=C/c2cccc(Br)c2)c(F)c1	i	15
O=C(NNc1c2ccccc2nc2ccccc12)c1ccc(Cl)cc1	?	/
CN1CCN(c2nc(-c3ccccc3Cl)nc3ccccc23)CC1	i	/
C=CCn1c(O)c(C(CC)=NCCN2CCOCC2)c(=O)[nH]c1=O	-7%	0
Cn1nc(C(F)(F)F)cc1C(=O)Nc1ccc(Cl)cc1	?	/
Cc1cccc2cc(CN(Cc3ccc(F)cc3)C(=O)N3CCOCC3)c3nnnn3c12	-21%	-10
CCOC(=O)CNS(=O)(=O)c1ccc(S(=O)(=O)NC2CC2)cc1	-24%	4
O=C(N/N=C(\c1ccccc1)c1ccccn1)c1cccc([N+](=O)[O-])c1	-2%	10
Cc1ccc(NC(=O)c2cccc3cccnc23)cc1	?	/
CCCCN(C(=O)CCC(=O)Nc1cc(C)on1)C(C(=O)NC1CCCC1)c1ccccc1C (stereo unspecified)	?	/
O=C(/C=C/c1ccccc1)N1CCN(c2c(Cl)cccc2[N+](=O)[O-])CC1	?	/
Cc1ccc(N2CC(C(=O)N3CCc4ccccc4C3)CC2=O)cc1 (stereo unspecified)	i	-7
CCOC(=O)C1CCN(C(c2cccs2)c2sc3nc(C)nn3c2O)CC1 (stereo unspecified)	?	/
CCOC(=O)c1c(-c2ccc(F)cc2)csc1/N=C/N(C)C	?	/
Cc1csc(=O)n1CC(=O)OCC(=O)c1c(N)n(C)c(=O)n(C)c1=O	?	/
CCOC(=O)c1[nH]c(C)c(/C(O)=C2\C(=O)C(=O)N(CCN3CCOCC3)C2c2cccs2)c1C (stereo unspecified)	0%	-11
COc1ccc(CCn2c(NN=C(C)C)nc3c2c(=O)[nH]c(=O)n3C)cc1	1%	5
Cc1cccc(OCc2nc(-c3ccc(-n4cccc4)cc3)no2)c1	7%	-3
O=[N+]([O-])c1cc2c(cc1/C=N/Nc1nc(N3CCCC3)nc(N3CCCC3)n1)OCO2	?	/
COc1ccc(-c2cc(-c3ccco3)[nH]c(=O)c2C#N)cc1OC	2%	9
CCOC(CC(=O)NNC(=O)c1c(-c2ccccc2Cl)noc1C)OCC	-4%	12
Cn1c(SCC(=O)NCc2ccco2)nnc1-c1ccccc1	-2%	-4
CSCCC(NC(=O)COc1ccccc1)C(=O)N1CCOCC1 (stereo unspecified)	11%	10

Other records
SMILES	S3 lipid droplet	S3 lipid droplet cell count max
Cc1[nH]c(=O)c(C(=O)/C=C/c2ccccc2)c2c1CCCC2	?	/
Cc1cccc(C)c1NC(=O)C1CCCN(CCCc2ccccc2)C1 (stereo unspecified)	i	/
COc1cc(CNn2c(C)n[nH]c2=S)cc(Cl)c1OCc1ccc(F)cc1	?	/
COCCC(=O)N1CCC(Oc2ccc(C(=O)N(C)Cc3cc(C)no3)cc2)CC1	-12%	-11
Cc1cc(N2CCC(C(=O)Nc3ccc(F)cc3)CC2)nc(-c2ccccc2)n1	-1%	-13
CC(=O)NC(Cc1ccccc1)C(=O)OCC(=O)c1ccccc1 (stereo unspecified)	?	/
CC1Cc2ccccc2N1S(=O)(=O)c1cccc(C(=O)c2nccn2C)c1 (stereo unspecified)	?	/
O=S(=O)(c1ccccc1)N1CCC2(CC1)OCCN2S(=O)(=O)c1cccs1	?	/
Cc1ccc(S(=O)(=O)N/N=C\c2ccc3c(c2)OCO3)cc1	?	/
O=C(CN1CCN(CC(=O)Nc2ccccc2Cc2ccccc2)CC1)Nc1ccccc1Cl	?	/
Cn1c(COc2ccccc2)nnc1SCC(=O)Nc1ccc(N2CCOCC2)c(Cl)c1	?	/
Cc1ccc(C)c(N2CCN(C(=O)CCCN3C(=S)NC(C)(C)CC3C)CC2)c1 (stereo unspecified)	-16%	3
COCCCN(Cc1ccco1)C(=O)Cn1ncc2c(=O)oc3ccc(C)cc3c21	i	-25
COc1ccc(N2C(=O)/C(=C/c3ccc([N+](=O)[O-])cc3)C=C2c2ccccc2)cc1	?	/
CC(=O)N(c1ccccc1Cl)S(=O)(=O)c1ccc(Cl)cc1	?	/
O=C(NC(=S)NCCc1ccccn1)c1ccco1	?	/
O=C(NCc1ccc2c(c1)OCO2)c1ccc(N2C(=O)C3CCCCC3C2=O)cc1 (stereo unspecified)	?	/
Cc1ccc(C)c(S(=O)(=O)N2CCN(C(=O)Cn3c(C(F)(F)F)nc4ccccc43)CC2)c1	?	/
Cc1cc(N2CCN(C)CC2)nc2ccc(NC(=O)c3ccc(Br)o3)cc12	?	/
Cc1ccc(C)c(S(=O)(=O)NC2CCSC2=O)c1 (stereo unspecified)	?	/
COc1ccccc1N(C(=O)c1ccco1)C(C(=O)NC1CCCCC1)c1cc(OC)c(OC)c(OC)c1 (stereo unspecified)	?	/
COc1ccc(C(=O)CSc2nnc(NC(=O)C3CC(=O)N(c4cccc(OC)c4)C3)s2)cc1 (stereo unspecified)	?	/
COc1cc(OC)cc(-c2nnc(Nc3nc4c(F)cccc4s3)o2)c1	10%	-1
Cc1csc(NC(=O)c2ccc3nc[nH]c3c2)n1	i	-28
O=C(Nc1ccc(Cl)c([N+](=O)[O-])c1)c1ccco1	i	-25

In the list so far, 15 contain a furan ring, fused or not:
SMILES	S3 lipid droplet	S3 lipid droplet cell count max
CSc1sccc1/C=C(/C#N)C(=O)c1ccco1	?	/
O=c1c(Cl)c(NCc2ccco2)cnn1C12CC3CC(CC(C3)C1)C2	-19%	-8
Cn1c(/C(C#N)=C/c2ccc(-c3ccc(S(N)(=O)=O)cc3)o2)nc2ccccc21	?	/
Cc1ccc2oc(C(=O)N3CCC(C(N)=O)(N4CCCCC4)CC3)c(C)c2c1	18µM*	-4.2*
Cc1ccc(S(=O)(=O)N(Cc2ccc(F)cc2)Cc2ccco2)cc1	13%	-2
FC(F)(F)c1ccccc1-n1c(-c2ccco2)n[nH]c1=S	?	/
CCOC(=O)Cc1csc(NC(=O)c2cc3ccccc3o2)n1	?	/
Cc1ccc(CC2S/C(=N/N=C/c3ccco3)NC2=O)cc1 (stereo unspecified)	?	/
COc1ccc(-c2cc(-c3ccco3)[nH]c(=O)c2C#N)cc1OC	2%	9
Cn1c(SCC(=O)NCc2ccco2)nnc1-c1ccccc1	-2%	-4
COCCCN(Cc1ccco1)C(=O)Cn1ncc2c(=O)oc3ccc(C)cc3c21	i	-25
O=C(NC(=S)NCCc1ccccn1)c1ccco1	?	/
Cc1cc(N2CCN(C)CC2)nc2ccc(NC(=O)c3ccc(Br)o3)cc12	?	/
COc1ccccc1N(C(=O)c1ccco1)C(C(=O)NC1CCCCC1)c1cc(OC)c(OC)c(OC)c1 (stereo unspecified)	?	/
O=C(Nc1ccc(Cl)c([N+](=O)[O-])c1)c1ccco1	i	-25

Source: PubChem BioAssay (National Center for Advancing Translational Sciences (NCATS))
